Compound activity deposited in PubChem by NMMLSC.
VLA-4 antagonist: blocks LDV-FITC ligand binding to Mn2+-activated human VLA-4 integrin; Jurkat cells, LDV-FITC binding with Mn2+, flow cytometry; 100% = Mn2+-driven binding gain fully reversed; inhibition, % at 10 µM (by protocol); actives 0.2% (n = 24,000); AID 529;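 active = inhibition above 50%; inconclusive = compound itself fluorescent, judged against control cell fluorescence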;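 note: 0% = Mn2+ stimulated cells lacking compound and 100% = ligand binding without Mn2+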
Target sequence (P13612 whole entry, looked up): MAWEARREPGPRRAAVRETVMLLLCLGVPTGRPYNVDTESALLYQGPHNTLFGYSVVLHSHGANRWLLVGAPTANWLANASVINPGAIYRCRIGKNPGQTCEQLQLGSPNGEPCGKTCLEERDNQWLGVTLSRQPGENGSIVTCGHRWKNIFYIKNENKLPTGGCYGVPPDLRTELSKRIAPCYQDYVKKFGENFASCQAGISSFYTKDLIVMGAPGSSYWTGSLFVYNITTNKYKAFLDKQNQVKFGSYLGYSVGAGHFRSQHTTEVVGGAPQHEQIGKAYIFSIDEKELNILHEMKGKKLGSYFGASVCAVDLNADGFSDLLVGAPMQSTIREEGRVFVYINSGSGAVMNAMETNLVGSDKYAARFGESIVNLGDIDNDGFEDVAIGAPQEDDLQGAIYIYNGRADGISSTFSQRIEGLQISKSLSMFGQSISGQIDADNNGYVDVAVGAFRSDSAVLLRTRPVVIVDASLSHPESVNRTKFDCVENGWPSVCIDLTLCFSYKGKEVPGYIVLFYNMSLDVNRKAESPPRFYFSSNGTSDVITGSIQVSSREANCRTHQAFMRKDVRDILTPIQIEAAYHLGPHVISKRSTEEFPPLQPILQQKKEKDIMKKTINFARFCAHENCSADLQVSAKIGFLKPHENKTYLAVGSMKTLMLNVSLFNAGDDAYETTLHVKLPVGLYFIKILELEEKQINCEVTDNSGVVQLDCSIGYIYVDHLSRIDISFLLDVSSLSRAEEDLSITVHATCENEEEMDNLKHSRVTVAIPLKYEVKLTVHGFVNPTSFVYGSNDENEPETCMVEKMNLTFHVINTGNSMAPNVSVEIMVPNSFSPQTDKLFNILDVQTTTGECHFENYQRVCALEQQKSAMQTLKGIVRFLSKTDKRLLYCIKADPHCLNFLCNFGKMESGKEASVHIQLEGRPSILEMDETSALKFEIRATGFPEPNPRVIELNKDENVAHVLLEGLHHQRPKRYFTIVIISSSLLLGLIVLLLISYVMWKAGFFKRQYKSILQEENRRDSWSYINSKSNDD
VLA-4 agonist: allosterically activates the human VLA-4 integrin; P13612; Jurkat cells, LDV-FITC binding, flow cytometry; activation, % at 10 µM (by protocol); 24,000 tested, under 10 active; AID 528;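 active = fluorescent ligand binding to cells raised by more than 40% of the manganese-induced maximum; inconclusive = compound's own fluorescence above 85% of the ligand control signal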;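 note: 0% = ligand binding without compound and 100% = manganese-stimulated maximal binding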
Jurkat autofluor: autofluorescence counter-screen for VLA-4 integrin assays; Jurkat cells, compound autofluorescence, flow cytometry; active compounds read high; 1 = vehicle-only cell background; fluorescence ratio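 (tested at 10 µM compound in the well)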; actives 0.61% (n = 24,000); AID 576;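 active = fluorescence ratio above 2.44, which is 1 plus 3 SD of all ratios; inconclusive = signal too bright to measure linearly, ratio around 10 or more; inactive = fluorescence ratio below 2.44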;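 note: green fluorescence of cells measured with 488 nm excitation and 530 nm emission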
LNCaP diff act: activators of LNCaP prostate cell differentiation | flow cytometry side scatter, 4 d | side scatter shift, % at 10 µM | actives 0.56% (n = 24,000) | AID 795;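 active = side scatter shift above 30%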;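 note: androgen-responsive LNCaP prostate cancer cells in charcoal-stripped serum medium; percent of cells past a gate set so DMSO wells show 10% shift; higher shift means more granular cells and more differentiation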
The depositor's hits bear a star; ? = inconclusive; . = not tested or not shown. Not all compounds are listed; count on the stated rates, not on these rows.

SMILES	VLA-4 antagonist	VLA-4 agonist	Jurkat autofluor	LNCaP diff act
Cc1cc(C)c(C#N)c(SCS(=O)Cc2ccccc2)n1 (stereo unspecified)	6	0	1.2	5
COc1cc(OC)c(-c2nn3c(C4CCCCC4)nnc3s2)cc1OC	-4	-8	1	2
CCOc1ccc2cc(C#N)c(SCC(=O)N3CCOCC3)nc2c1	0	-2	1.1	8
CCCn1c(SCC(=O)NCc2ccco2)nc2c1c(=O)n(C)c(=O)n2C	-13	4	1	2
Cn1nnnc1SCC(=O)Nc1ccccc1C(=O)NCc1ccccc1	0	-2	1	3
CCOC(=O)c1sc(NC(=O)CSc2nnnn2-c2ccccc2)c(C(=O)OCC)c1C	10	-6	1.1	11
CN(CCNS(=O)(=O)c1ccc2c(c1)oc(=O)n2C)Cc1ccccc1	-11	5	1	9
Cc1ccc(S(=O)(=O)NCC(=O)OCC(=O)Nc2ncc(Cl)cc2Cl)cc1	6	-1	1.1	8
CCOC(=O)N1CCN(CC(=O)Nc2c(C(=O)OC)[nH]c3cccc(Cl)c23)CC1	-12	-10	1.1	9
CCOC(=O)N1CCC(N2C(=O)c3ccccc3C2Nc2cccnc2)CC1 (stereo unspecified)	4	-2	0.97	5
COc1ccc2cnn(-c3ccccc3)c(=O)c2c1OC	-30	-2	1	16
Cc1ccc2oc(=O)c3cnn(CC(=O)NCCc4ccsc4)c3c2c1	?	?	1.4	2
CCc1ccccc1-n1cnc2cc(C(=O)O)ccc21	-30	-5	1.1	11
C=C1c2cc(CC)ccc2NC(=O)N1c1ccc(C)cc1	-2	-3	1	6
COc1ccc(S(=O)(=O)n2nc(OC(=O)c3c(-c4ccccc4Cl)noc3C)cc2N)cc1	9	-4	0.94	4
CCCCCn1c(=O)[nH]c2cc(C(=O)NCc3ccc4c(c3)OCO4)ccc2c1=O	19	-4	1	12
O=C(Nc1ncc2c(n1)CC(c1ccccc1)CC2=O)c1ccco1 (stereo unspecified)	-1	4	1	10
CN(C(=O)c1ccco1)c1nnc(C23CC4CC(CC(C4)C2)C3)s1	-12	3	0.95	11
COC(=O)C1=C(C)Nc2nnnn2C1c1cccs1 (stereo unspecified)	6	-2	1	6
CCOC(OCC)P(=O)(C(C)C)C(C)C	-23	0	0.93	2
CC(=O)Nc1ccc(S(=O)(=O)NCc2csc(C)n2)cc1	29	-4	1.1	10
COc1cccc(CNc2cccc3cccnc23)c1O	-9	-12	1.2	15
Cc1cc(C)n(-c2nnc(C)n2NS(C)(=O)=O)n1	-28	4	1	5
Cc1ccc(CN2C(=O)CCC2C(=O)NCC2CCCO2)cc1 (stereo unspecified)	-11	2	1.1	11
COc1ccccc1N1CCN(C(=O)CCn2c(=O)[nH]c3ccsc3c2=O)CC1	-2	5	1	.
O=C(c1cccn2c(=O)c3cc(Cl)ccc3nc12)N1CCN(Cc2ccc3c(c2)OCO3)CC1	7	-9	1.1	7
CCC1CCCCN1C(=O)CSc1nnc(-c2cccc(Cl)c2)o1 (stereo unspecified)	7	-5	1.1	1
COc1cccc(NC(=O)CSc2nnc(-c3ccc(C)cc3)o2)c1	2	-3	1.1	9
CCOC(=O)CC(=O)CSc1ccc2nnc(-c3ccc(F)cc3)n2n1	-34	-1	1.1	3
O=C(Cn1cnc2c(nnn2Cc2ccc(Cl)cc2)c1=O)NCC1CCCO1 (stereo unspecified)	3	-3	1.1	13
COc1ccc(-c2nnc(SCC(=O)Nc3cc(F)ccc3C)o2)cc1	11	-2	1.1	10
Cc1ccc(N2CC(C(=O)Nc3ccc4c(c3)OCO4)CC2=O)cc1 (stereo unspecified)	-18	6	1.1	19
O=C(NC1CCCCC1)n1c(=O)oc2ccc(Cl)cc21	?	?	1.5	7
CN1CCN(CC(=O)N2c3ccccc3C(C)(c3ccccc3)CC2(C)C)CC1 (stereo unspecified)	-6	4	1.1	11
O=C(O)CCCCCNCc1ccncc1	?	?	1.1	4
Cc1ccc(C(C)C)c(OCc2nnc(SCC(=O)Nc3ncc(C)s3)n2C)c1	-12	-1	1.1	13
CC1=C(C(N)=O)C(c2ccccn2)n2nc(SCc3ccccc3)nc2N1 (stereo unspecified)	-13	3	0.99	7
CC(=O)NC(CCS(C)(=O)=O)C(=O)Nc1ccc(F)cc1Cl (stereo unspecified)	-5	6	1	12
O=C(CSc1nc2c(c(=O)n1-c1ccc(Cl)cc1)SCC2)Nc1nccs1	-1	-10	1.2	2
Cc1nc(CNS(=O)(=O)c2cccc(F)c2)cs1	-3	-3	1	8
Brc1ccccc1-c1nc(-c2ccccc2)no1	-26	8	0.93	8
Cc1cccc(OCc2nc(C#N)c(N3CC(C)CC(C)C3)o2)c1 (stereo unspecified)	-9	2	1	8
CCOC(=O)c1ccc(NC(=O)N2CCN(CCc3ccccc3)CC2)cc1	8	-12	1.1	18
CCn1c(=O)cc(SCC(=O)N2CCN(C3CCCCC3)CC2)c2ccccc21	21	-4	1.1	19
NC(=O)CSCc1ccc(Br)cc1	-19	6	0.95	6
O=C(NCCC1=CCCCC1)c1cnc2n(c1=O)CCS2	-6	-2	1	2
Cc1cc(NS(=O)(=O)c2ccc(Nc3nc(-c4sc(N)nc4C)cs3)cc2)no1	-8	6	1	5
COc1ccc(CN(C2CCCC2)S(=O)(=O)c2ccc(-n3cnnn3)cc2)cc1OC	-2	0	0.99	9
Cc1cc(C)n(CC(=O)NC2CCCCC2)n1	-4	3	1.1	9
CC(C)c1ccc(OCc2ccc(C(=O)N3CCN(c4ccccn4)CC3)cc2)cc1	33	-9	0.97	2

The results go on.
SMILES	VLA-4 antagonist	VLA-4 agonist	Jurkat autofluor	LNCaP diff act
O=C(Nc1ccc2oc(-c3ccccc3F)nc2c1)c1ccc2c(c1)OCCO2	?	?	1.1	8
O=C(CN1CCOCC1)N1CCN(C(=O)CN2CCOCC2)CC1	-2	-5	0.96	2
O=C(CSc1nnc(-c2ccc(Br)cc2)n1C1CCCCC1)N1CCCC1	-16	2	1.1	12
CCOC(=O)C(C)n1cnc2c(nnn2-c2ccc(C)cc2)c1=O (stereo unspecified)	-10	-5	1.1	3
CCOC(=O)c1[nH]c(C)c(C(=O)Nc2cc(Cl)ccc2C)c1C	?	?	1.3	6
COc1ccc(Nc2ncccc2C(=O)Nc2ccccc2)cc1	26	4	0.99	3
Cc1noc(C)c1COC(=O)c1ccccc1Oc1ccccc1	15	-10	1	7
CCOCCn1c(=O)c2c(nc3n2CCN3c2ccc(CC)cc2)n(C)c1=O	-7	1	1.1	2
CC1CCC(NC(=O)C2(C)CCC(=O)N2Cc2cccnc2)CC1 (stereo unspecified)	-1	2	1	7
O=C(O)c1ccc(NS(=O)(=O)c2cccc3cccnc23)cc1	-12	1	1	7
O=c1c2ccccc2nc(N2CCN(c3ccccc3)CC2)n1Cc1ccccc1	12	2	0.94	5
COc1ccc(CCNC(=O)C2CCN(S(=O)(=O)N3CCCCC3)CC2)cc1OC	8	4	0.97	4
COc1cc2c(=O)n(Cc3ccccc3)c(=O)n(CC(=O)C(C)(C)C)c2cc1OC	2	-1	1	7
CCc1c(C)c2c(C)nn(-c3ccccc3)c2[nH]c1=O	-31	2	1	6
CCOc1ccc(OCC)c(NC(=O)C2CCN(S(=O)(=O)c3c(C)noc3C)CC2)c1	0	-3	1	6
Cc1[nH]n(C(C)(C)C)c(=O)c1Sc1ccc(Cl)cc1	-2	-3	1.1	6
Clc1ccc(C2Nc3ccccc3-n3cccc32)cc1 (stereo unspecified)	-5	-4	1.1	2
CCc1nnc(NC(=O)C(C)N2C(=O)C3C4C=CC(C4)C3C2=O)s1 (stereo unspecified)	-12	1	0.98	11
Cc1onc(-c2ccccc2)c1C(=O)Nc1sc2c(c1C(N)=O)CCC2	-3	2	0.88	4
O=C(CSc1nc2ccccc2c(=O)n1Cc1ccc(C(=O)NC2CC2)cc1)NCc1ccco1	13	-4	1.1	2
COC(=O)c1c(C)n(-c2ccccc2)c2ccc(O)cc12	-22	3	0.94	10
COc1cc(C)c(Br)cc1S(=O)(=O)N1CCOCC1	-6	1	1	6
COc1cc2[nH]c(=S)n(CCN3CCCCC3C)c(=O)c2cc1OC (stereo unspecified)	14	-3	1.1	8
O=C(COC(=O)C1CC(=O)N(C2CCCCC2)C1)c1ccc(F)cc1 (stereo unspecified)	-1	4	1	4
CCCS(=O)(=O)N1CCCC(C(=O)NCCCOC(C)C)C1 (stereo unspecified)	-4	0	1	6
O=C(Nc1ccc(Br)cc1)C1CCCN1S(=O)(=O)c1cccs1 (stereo unspecified)	3	2	1.1	5
CCOC(=O)Cn1c(=O)oc2cc(S(=O)(=O)Nc3ccc(N(CC)CC)cc3C)ccc21	?	?	4.1*	12
O=C(NCc1cccnc1)c1ccc(Cl)c(Cl)c1	-12	2	0.98	5
CCOc1ccc(C2CC(c3cccc(Cl)c3)n3nc(N)nc3N2)cc1 (stereo unspecified)	-12	4	1	8
COc1cc2c(cc1OC)C1=C(C#N)CN(CC(=O)O)CN1CC2	?	?	1.9	8
CSc1nc2ccc(S(=O)(=O)N3CCOCC3)cc2s1	-11	4	0.98	5
COc1ccc(CCNC(=O)C2CCN(c3nn4c(=O)cc(C)nc4s3)CC2)cc1OC	-5	5	1	11
O=C(NC1CCCCC1)N(Cc1ccc(F)cc1)Cc1nc2ccccc2c(=O)[nH]1	-4	2	0.98	2
O=C(c1cccc(C(=O)N2CCN(c3ccc(F)cc3)CC2)c1)N1CCN(c2ccc(F)cc2)CC1	-10	-15	1	12
CCCCN(C)CCNC(=O)Cn1c(=O)sc2ccccc21	-10	0	1.1	10
Cc1cc(NC(=O)CSc2ccc3nnc(-c4ccc(F)cc4)n3n2)no1	-8	-6	0.98	7
CCS(=O)(=O)c1nc2ccccc2n1Cc1ccccc1Cl	4	-2	1.1	5
COc1cccc(C2=NOC(C(=O)Nc3cccc(C(C)=O)c3)C2)c1 (stereo unspecified)	14	4	0.99	8
O=C(CSCc1ccc(F)cc1)NC1CCCC1	3	-8	0.96	5
CCOC(=O)c1oc2ccccc2c1NC(=O)COc1ccc(F)cc1	-2	-1	0.88	4

Just VLA-4 agonist (3 entries from above):
Molecule | VLA-4 agonist
Cc1cc(C)n(-c2nnc(C)n2NS(C)(=O)=O)n1 | 4
CCc1c(C)c2c(C)nn(-c3ccccc3)c2[nH]c1=O | 2
COc1cc2c(=O)n(Cc3ccccc3)c(=O)n(CC(=O)C(C)(C)C)c2cc1OC | -1

The list goes on.
SMILES	VLA-4 antagonist	VLA-4 agonist	Jurkat autofluor	LNCaP diff act
OCc1ccccc1N=c1ssnc1Cl	8	4	0.83	7
O=C(NCCCN1CCN(c2cccc(Cl)c2)CC1)c1cccc(N2CCCC2=O)c1	-15	4	1.1	3
O=C(Nc1ccccc1)N1CCC(c2ccccc2)C1 (stereo unspecified)	-18	-1	1	7
CC(C)CC(NC(=O)c1ccco1)C(=O)Nc1ccc2c(c1)OCCO2 (stereo unspecified)	-6	-2	1	17
CC1CCc2nn(CC(=O)NC3CCCC(C)C3C)cc2C1 (stereo unspecified)	-15	12	0.79	10
Cc1nnc(NC(=O)c2ccccc2F)s1	2	-1	1.1	1
O=C1CSC(c2ccccn2)N1c1cccc(Cl)c1 (stereo unspecified)	0	-3	1.1	1
COc1cccc(-n2nnc3c(=O)n(CC(=O)NC4CCCC4)cnc32)c1	-1	-2	1.1	12
CCN(CCO)C1CC(=O)N(c2ccccc2C)C1=O (stereo unspecified)	-26	5	1	7
CCc1nnc(-n2nc(C)cc2-c2ccccc2)n1N	-22	8	0.96	11

Compounds above that contain a COOH group (4):
SMILES	VLA-4 antagonist	VLA-4 agonist	Jurkat autofluor	LNCaP diff act
CCc1ccccc1-n1cnc2cc(C(=O)O)ccc21	-30	-5	1.1	11
O=C(O)CCCCCNCc1ccncc1	?	?	1.1	4
O=C(O)c1ccc(NS(=O)(=O)c2cccc3cccnc23)cc1	-12	1	1	7
COc1cc2c(cc1OC)C1=C(C#N)CN(CC(=O)O)CN1CC2	?	?	1.9	8

Continuation.
SMILES	VLA-4 antagonist	VLA-4 agonist	Jurkat autofluor	LNCaP diff act
COc1cccc(-c2nc3n(n2)C(c2ccccc2Cl)C(C(N)=O)=C(C)N3)c1 (stereo unspecified)	-30	3	1	8
Cc1ccc(-c2nc3ncccn3c2NC2CCCC2)o1	2	2	0.89	5
COC(=O)c1cc(Br)c(=O)n(Cc2cccnc2)c1	0	1	0.99	15
Nc1sccc1C(=O)c1ccc(Cl)cc1	?	?	1.2	6
CCOC(=O)C1CSc2[nH]c(=O)sc2C1c1ccccc1 (stereo unspecified)	-22	5	1	11
Cc1nc(C)c(C(=O)NCc2ccccc2Cl)o1	0	5	0.99	5
COc1ccc(C(C)=O)c(OC(=O)c2ccc(OC)c(OC)c2)c1	-13	2	1	7
O=C(c1cccc(N2C(=O)C3CC=CCC3C2=O)c1)N1CCN(c2ccccc2)CC1 (stereo unspecified)	-16	0	1.1	13
CCn1cc(C(=O)N2CC(C)CC(C)C2)c(=O)c2cc(S(=O)(=O)N3CCOCC3)ccc21 (stereo unspecified)	-9	2	1	4
CCOC(=O)C1=C[C@]2(CC)CCCN3CCc4c(n1c1ccccc41)[C@@H]32	7	-14	1.1	6
